STAT1 act: activators of IFN-gamma induced STAT1 signaling. AID 932. activation (% of control), % at 5.5 µM. 200,000 compounds, 2.6% hits. NIH 3T3 STAT1-luciferase reporter, luminescence; 100% = IFN-gamma alone, no compound;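 active means activation above the screen-wide mean activation plus 3 SD, cut at about 130% in these data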;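 further: raw ratio to IFN-gamma control signal so 100% means no change and 0% no light; values of inactives mirror those of a sister screen read the other way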
ROMK primary: modulators of human ROMK potassium channel. P48048. Tet-inducible ROMK, thallium flux fluorescence; actives lie on both sides. B-score at 10 µM. 130,000 compounds, 2% hits. AID 1918;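 active means signal ratio slope over the read window, or its plate-corrected B-score, at least 3 SD from the plate mean, either direction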;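 further: B-score of the F/F0 ratio slope over 7 to 12 s after thallium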
Target sequence (P48048 whole entry, looked up): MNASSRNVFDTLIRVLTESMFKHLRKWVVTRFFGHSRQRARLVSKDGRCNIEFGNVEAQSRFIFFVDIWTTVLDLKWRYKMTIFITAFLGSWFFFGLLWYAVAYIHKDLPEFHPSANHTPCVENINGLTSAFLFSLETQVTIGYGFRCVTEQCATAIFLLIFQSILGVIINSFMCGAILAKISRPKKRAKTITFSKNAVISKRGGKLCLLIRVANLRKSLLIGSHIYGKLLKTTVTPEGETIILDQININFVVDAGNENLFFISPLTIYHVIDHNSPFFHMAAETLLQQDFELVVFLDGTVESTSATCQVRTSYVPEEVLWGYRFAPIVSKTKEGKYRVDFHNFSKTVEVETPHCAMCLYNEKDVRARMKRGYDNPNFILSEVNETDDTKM
NF-kB neuron act: raises NF-kB expression in human neuronal cells; 190,000 compounds, 1.6% hits; fold change at 12.5 µM; NF-kB reporter expression; hits give high values; in the data active means fold change above about 3.3
STAT3 activator: activators of IL-6 induced STAT3 signaling | U3A cells, IL-6 STAT3-luciferase reporter, luminescence; 100% = signal with IL-6 EC80 alone | activation (% of control), % at 5.6 µM | 190,000 compounds, 0.91% hits;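 active means activation above the screen-wide mean of compound activation plus 3 SD, cut at about 130% in these data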;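 further: 0% = background luminescence of wells with medium and substrate only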
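system = STAT3-luciferase reporter U3A cells | reagent = IL-6 stimulus at 33 ng/mL final | timing = 1 h compound pre-exposure, 6 h IL-6 stimulation, 37 °C | measured by = luminescence | evaluation = % activation versus median of IL-6-stimulated wells | control set = IL-6-only wells as 100% reference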
STAT1 inh: inhibitors of IFN-gamma induced STAT1 signaling; inhibition, % at 5.5 µM; NIH 3T3 STAT1-luciferase reporter, luminescence; AID 920; 200,000 compounds, 0.35% hits;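 active means inhibition above a set limit, the mean inhibition across all tested compounds plus 3 SD, cut at about 34% in these data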;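 further: 0% = IFN-gamma with DMSO and 100% = IFN-gamma with 300 µM nifuroxazide; values of inactives mirror those of a sister screen read the other way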
STAT3 blocker: STAT3 signaling inhibition | 190,000 compounds, 0.89% hits | U3A cells, IL-6 STAT3-luciferase reporter, luminescence; host cell line lacks STAT1 | inhibition, % at 5.5 µM | AID 862;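 active means inhibition above the mean inhibition across all screened compounds plus 3 SD, cut at about 44% in these data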;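 further: 0% = DMSO only wells and 100% = 100 µM nifuroxazide control wells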
FLuc inh counter: Photinus pyralis luciferase inhibition counter-screen. P08659. AID 1006. inhibition, % at 10 µM. 200,000 compounds, 1.5% hits. ATPLite firefly luciferase biochemical luminescence, 10 min;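 active means inhibition above about 50% when tested at 10 µM, limit read from the data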
Target sequence (P08659 whole entry, looked up): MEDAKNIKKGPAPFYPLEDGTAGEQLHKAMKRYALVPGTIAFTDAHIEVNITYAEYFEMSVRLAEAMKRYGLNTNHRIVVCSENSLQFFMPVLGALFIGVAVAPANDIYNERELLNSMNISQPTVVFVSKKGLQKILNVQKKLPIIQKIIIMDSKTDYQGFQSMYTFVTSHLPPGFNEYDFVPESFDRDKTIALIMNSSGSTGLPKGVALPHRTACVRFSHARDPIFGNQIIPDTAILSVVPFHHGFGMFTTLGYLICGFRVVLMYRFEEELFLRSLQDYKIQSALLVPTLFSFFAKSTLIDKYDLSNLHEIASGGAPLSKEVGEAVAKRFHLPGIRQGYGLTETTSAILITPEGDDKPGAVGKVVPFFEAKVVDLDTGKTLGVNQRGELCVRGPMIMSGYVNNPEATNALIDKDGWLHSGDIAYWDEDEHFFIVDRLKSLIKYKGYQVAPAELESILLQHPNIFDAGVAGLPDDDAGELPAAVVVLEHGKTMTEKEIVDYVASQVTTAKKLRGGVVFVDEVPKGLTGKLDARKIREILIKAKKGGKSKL
FLuc stim CS: firefly luciferase counter-screen for stimulation assays. ATPlite luciferase biochemical, luminescence, 10 min; 0 = ATP-free wells, 1 = DMSO control. activation factor at 10 µM. 200,000 tested, under 10 active. AID 1027;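 active means luciferase activation factor, scaled between plate controls, of at least 2 with compound at 10 µM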
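Material: Luciferase/luciferin reagent mix | Doses: Test compounds dosed from 2 mM stocks in 100% DMSO | Timing: 10 min incubation after luciferase reagent addition, room temperature | Measured by: Luminescence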
APP 5'UTR act: APP 5'UTR luciferase reporter activation | SH-SY5Y APP 5'UTR luciferase reporter, luminescence; zero percent = DMSO vehicle wells | activation, % at 2 µM | 190,000 compounds, 1% hits;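 active means activation above a set limit, based on mean plus 3 SD of controls, cut at about 140% in these data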; further: values of inactives mirror those of a sister screen read the other way
APP 5UTR inh: APP translation inhibition. SH-SY5Y APP 5'UTR-luciferase reporter, luminescence. inhibition, % at 2 µM. 190,000 compounds, 0.82% hits;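 active means inhibition above a set limit, derived from the sample mean plus 3 SD, cut at about 45% in these data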; further: values of inactives mirror those of a sister screen read the other way
The depositor's hits bear a star; . = not tested or not shown.

Start of the data: the first two entries (preview)
SMILES | STAT1 act | ROMK primary | NF-kB neuron act | STAT3 activator | STAT1 inh | STAT3 blocker | FLuc inh counter | FLuc stim CS | APP 5'UTR act | APP 5UTR inh
O=C(NCCCN1CCOCC1)c1ccccc1NS(=O)(=O)c1cc([N+](=O)[O-])ccc1Cl | 87.3 | . | 1.02 | 91.3 | 14.0 | 5.5 | -5.5 | 1.1 | -2.0 | 2.0
CC(Sc1cccc[n+]1[O-])C(=O)Nc1ccc(Oc2ccccc2)cc1 (configuration not stated) | 98.4 | -0.955 | . | 104.8 | 2.2 | 0.8 | -5.1 | 1.1 | -9.9 | 9.9

This part in full, from the first entry:
SMILES | STAT1 act | ROMK primary | NF-kB neuron act | STAT3 activator | STAT1 inh | STAT3 blocker | FLuc inh counter | FLuc stim CS | APP 5'UTR act | APP 5UTR inh
O=C(NCCCN1CCOCC1)c1ccccc1NS(=O)(=O)c1cc([N+](=O)[O-])ccc1Cl | 87.3 | . | 1.02 | 91.3 | 14.0 | 5.5 | -5.5 | 1.1 | -2.0 | 2.0
CC(Sc1cccc[n+]1[O-])C(=O)Nc1ccc(Oc2ccccc2)cc1 (configuration not stated) | 98.4 | -0.955 | . | 104.8 | 2.2 | 0.8 | -5.1 | 1.1 | -9.9 | 9.9
COc1cccc(C2C(C(=O)Nc3ccc(C)cc3C)=C(C)Nc3ncnn32)c1OC (configuration not stated) | 105.5 | . | 0.91 | 90.2 | -6.1 | 20.9 | -6.6 | 1.1 | 3.0 | -3.0
O=S(=O)(c1cccc(Cl)c1Cl)N1CCN(C(=S)NCCCN2CCOCC2)CC1 | 100.9 | -0.28 | 0.69 | 99.3 | -0.3 | 1.5 | -3.7 | 1 | 9.0 | -9.1
CCCc1cc(C(=O)N2CCN(c3ccccc3C)CC2)cs1 | 100.9 | -0.536 | 0.88 | 99.1 | -1.7 | 2.5 | -5.2 | 1.1 | 6.4 | -6.4
C=CCn1c(NCc2c[nH]c3ccccc23)nc2ccccc21 | 107.2 | -1.11 | 1.45 | 102.4 | -10.1 | 0.9 | 8.3 | 0.9 | 21.1 | -21.1
COc1ccccc1NC(=O)/C=C1\NC(=O)CS1 | 110.4 | 0.0617 | 1.26 | 96.8 | -11.5 | 11.1 | 8.6 | 0.9 | -9.2 | 9.2
CCOC(=O)CCC(=O)N1CCOCCOCCOCC1 | 94.3 | 1.34 | 0.98 | 115.5 | 6.2 | -14.6 | 4.8 | 1 | 9.8 | -9.8
Cc1ccc(CSC2=NCCN2C(=O)c2ccc(S(=O)(=O)N(C)C)cc2)cc1 | 91.4 | -0.302 | 1.26 | 100.6 | 7.4 | 5.7 | -2.4 | 1 | 4.6 | -4.6
O=C(CCc1[nH]c2ccccc2c1Sc1ccccc1)N(CCO)CCO | 92.1 | . | 0.98 | 109.2 | 8.9 | -12.4 | -5.3 | 1.1 | 9.2 | -9.2
O=C(c1cccs1)N1CCN(Cc2ccccc2[N+](=O)[O-])CC1 | 95.8 | . | 1.11 | 91.1 | 4.7 | 12.5 | -1.4 | 1 | 24.2 | -24.2
Cc1cc[n+](C(C)C(=O)c2ccc(-c3ccccc3)cc2)cc1 (configuration not stated) | 82.2 | 0.581 | 0.47 | 83.7 | 18.6 | 24.4 | -5.1 | 1.1 | 0.2 | -0.2
O=C(O)c1cc(NS(=O)(=O)c2ccc(N3CCOCC3)c([N+](=O)[O-])c2)cc(C(=O)O)c1 | 94.9 | 0.526 | 1.32 | 100.4 | 5.7 | -0.2 | -5.7 | 1.1 | 11.4 | -11.4
CCOCCCNS(=O)(=O)c1ccc(NC(=O)N2c3ccccc3Sc3ccccc32)cc1 | 91.9 | 1.19 | 0.59 | 108.9 | 9.1 | -6.0 | -4.1 | 1 | 5.0 | -5.0
COC(=O)c1nn(-c2ccc(Oc3ccccc3)cc2)c(=O)cc1O | 75.2 | -0.718 | 1.17 | 98.2 | 26.0 | 4.6 | -1.7 | 1 | -24.4 | 24.4
COc1cccc(NC(=O)c2cc(C(=O)Nc3cccc(OC)c3)n(C)n2)c1 | 94.3 | -0.0433 | 0.46 | 83.7 | 6.2 | 22.3 | -2.1 | 1 | -8.1 | 8.1
NC(=O)COC(=O)c1cccc2c1-c1ccccc1C2=O | 93.4 | 0.659 | 0.83 | 105.4 | 6.3 | 1.3 | -3.0 | 1 | 1.4 | -1.4
O=C(CSc1nncs1)Nc1ccc(Cl)cn1 | 111.5 | -0.0268 | 1.19 | 94.4 | -12.6 | 5.2 | -2.7 | 1 | 2.5 | -2.5
COc1ccc(CC(=O)NCc2nnc(SCC(=O)N3CCN(c4ccccc4)CC3)n2C)cc1 | 103.6 | . | . | 94.4 | -3.9 | 8.7 | . | . | -2.9 | 2.9
CCn1c(SCc2ccc(Cl)cc2)nc2nc3c(cc2c1=O)CCCC3 | 110.9 | . | 0.79 | 107.9 | -12.0 | -5.8 | -2.5 | 1 | -3.5 | 3.5
CCOC(=O)c1c(N)nn(C(=O)C(C)(C)C)c1-c1ccccc1 | 94.8 | . | 1.2 | 103.6 | 8.3 | -2.1 | -3.7 | 1 | 7.9 | -7.9
CCOC(=O)c1c(NC(=O)CCCC(=O)O)sc2c1CCC2 | 101.7 | 0.182 | 1.33 | 98.4 | -4.0 | 5.2 | -5.1 | 1.1 | 9.1 | -9.1
CCOc1ccc(OCC)c(-c2c(=O)n(OCc3ccccc3C(=O)OC)c3ccccc3[n+]2[O-])c1 | 90.5 | . | 1.06 | 98.1 | 10.5 | 13.4 | -5.7 | 1.1 | 10.4 | -10.4
COC(=O)c1ccc(CN2C(=O)NC(CC(C)C)C2=O)cc1 (configuration not stated) | 100.7 | 0.422 | 1.05 | 92.7 | -2.7 | 12.2 | -3.9 | 1 | -3.6 | 3.6
Cc1ccc(NC(=O)Nc2nnc(Cc3ccc([N+](=O)[O-])cc3)s2)cc1C | 103.5 | . | 1.46 | 99.3 | -4.0 | 3.1 | -1.9 | 1 | -8.2 | 8.2

New compounds follow:
SMILES | STAT1 act | ROMK primary | NF-kB neuron act | STAT3 activator | STAT1 inh | STAT3 blocker | FLuc inh counter | FLuc stim CS | APP 5'UTR act | APP 5UTR inh
O=C(COC(=O)c1cccc(NS(=O)(=O)/C=C/c2ccccc2)c1)Nc1ccccc1OC(F)F | 90.2 | . | 1.33 | 108.7 | 11.2 | -7.5 | -3.6 | 1 | -12.0 | 12.0
S=C(c1ccc(-c2ccc(Cl)cc2Cl)o1)N1CCCCC1 | 143.9* | . | 3.85* | 117.9 | -47.8 | -14.9 | 32.6 | 0.7 | 45.8 | -45.8
Cc1ccc(/C=C/C(=O)Nc2ccccc2C(N)=O)cc1 | 152.5* | . | 5.32* | 74.7 | -59.8 | 32.6 | 93.4* | 0.1 | 183.4* | -183.4
COC(=O)C1C(c2ccc(OC)cc2)C(C(=O)OC)S(=O)(=O)C(CCN2CCCCC2)S1(=O)=O (configuration not stated) | 101.1 | -0.29 | 1.45 | 105.7 | -1.9 | -4.5 | -1.6 | 1 | 2.0 | -2.0
CN=C(Nc1ccc(Cl)cc1)c1cccc(C(F)(F)F)c1 | 92.2 | . | 0.77 | 95.3 | 8.7 | 11.4 | -4.0 | 1 | 0.8 | -0.8
Cc1cccc(N(C(=O)c2ccc(CN3CCOCC3)o2)C(C(=O)NC2CCCCC2)c2ccc(F)cc2)c1 (configuration not stated) | 99.5 | . | 1.05 | 106.0 | 0.4 | -3.3 | -7.6 | 1.1 | -1.4 | 1.4
Cc1cc(=O)oc(C)c1C(=O)NCCC1=CCCCC1 | 95.4 | 1.28 | 1.01 | 95.8 | 2.6 | 7.1 | -3.7 | 1 | 7.8 | -7.8
O=C(COC(=O)c1ccc2c(c1)OCCO2)NCCC1=CCCCC1 | 103.2 | . | 0.69 | 101.2 | -3.5 | 3.9 | -1.4 | 1 | -2.1 | 2.1
CC(=O)n1nc(-c2ccccc2)nc1NCc1ccc(N(C)C)cc1 | 141.8* | -0.213 | 2.7 | 104.9 | -49.3 | -0.9 | -5.2 | 1.1 | 59.6 | -59.6
CCn1c(O)c(C=NC2CCCC2)sc1=S | 112.8 | -0.758 | 1.19 | 111.0 | -13.8 | -8.2 | -1.6 | 1 | 31.4 | -31.4
O=C(N/C(=C/c1cccnc1)C(=O)N1CCOCC1)c1ccccc1Br | 99.7 | 0.112 | 1.38 | 99.1 | 0.3 | 3.4 | -5.0 | 1.1 | 10.2 | -10.2
Cc1sc2ncn(CC(=O)OC(C)C(=O)NC(C)(C)C)c(=O)c2c1C (configuration not stated) | 101.4 | -0.653 | 0.91 | 110.4 | -1.5 | -14.3 | -2.6 | 1 | -3.6 | 3.6
O=C(CSc1ncnc2c1cnn2-c1ccccc1)Nc1ccccc1 | 94.5 | 1.27 | 1.49 | 93.7 | 6.1 | 11.9 | -10.9 | 1.1 | 11.7 | -11.7
CC(C)(C)c1ccc(C(=O)C2CCCN(C(=O)C3CCOCC3)C2)cc1 (configuration not stated) | 100.2 | . | 0.91 | 104.8 | -1.4 | -2.2 | 2.4 | 1 | 15.9 | -15.9
CCCC1=NN(C(=O)Cc2ccc(OC)cc2)C(O)(C(F)(F)F)C1 (configuration not stated) | 104.1 | . | 0.89 | 106.1 | -4.5 | -12.6 | -6.3 | 1.1 | 4.4 | -4.4
COc1cccc(CN(C)C(=O)c2cc(COc3ccc4ncccc4c3)on2)c1 | 67.3 | -1.26 | 0.73 | 38.3 | 34.8* | 74.0* | -11.7 | 1.1 | -9.2 | 9.2
CC(C)CN1CCN(Cc2cccc3cccnc23)CC1CCO (configuration not stated) | 84.7 | -1.44 | 1.06 | 108.0 | 15.0 | -4.7 | -2.8 | 1 | 16.5 | -16.5
CCSc1nc2ccccc2c(=O)n1OCC(=O)OC | 106.1 | 0.0802 | 1.27 | 100.2 | -6.6 | 5.7 | -3.2 | 1 | 3.1 | -3.1
COCc1cc(C)nc(N2CCN(Cc3ccccc3)CC2)c1C#N | 98.4 | -1.5 | 0.99 | 101.5 | 1.7 | -1.6 | -2.1 | 1 | -1.4 | 1.4
COc1cc2nc(Cl)nc(N3CCN(C)CC3)c2cc1OC | 100.4 | 0.164 | 1.42 | 101.6 | -0.9 | 0.2 | 0.2 | 1 | -9.1 | 9.1
Cc1ccc(S(=O)(=O)C(C#N)c2nc3ccccc3nc2N2CC(C)OC(C)C2)cc1C (configuration not stated) | 105.1 | -0.257 | 0.91 | 88.1 | -5.6 | 17.4 | -9.6 | 1.1 | 5.2 | -5.2
COc1cccc(NC(=S)NCc2cccs2)c1 | 111.4 | -0.508 | 1.58 | 106.0 | -12.9 | -3.0 | -0.8 | 1 | -2.8 | 2.8
COc1cc2c(cc1OC)/C(=C/c1ccc(Cl)cc1)C(=O)OC2 | 95.3 | -0.073 | 1.31 | 82.5 | 5.3 | 23.4 | -2.3 | 1 | -9.6 | 9.6
CCCCS(=O)(=O)/C=C\C1C2C=CC(C2)C1S(=O)(=O)CCCC (configuration not stated) | 100.2 | . | 0.93 | 100.4 | -0.2 | 4.8 | -3.1 | 1 | -4.8 | 4.8
CN(CCCNC(=O)COc1cc(=O)n(C)c2ccccc12)Cc1ccccc1 | 91.5 | 0.962 | 1.25 | 99.3 | 9.2 | 2.7 | -6.0 | 1.1 | 4.8 | -4.8
COc1ccc(C(=O)NC(=S)Nc2ccc([N+](=O)[O-])cc2C)cc1OC | 103.5 | . | 0.81 | 95.5 | -3.9 | 11.2 | -3.7 | 1 | -4.9 | 4.9

Assay outcomes as filed in PubChem.

Compounds as they come (roughly 7.1% active in at least one column).
